JMJD2A Tudor – qHTS Assay for Inhibitors of JMJD2A-Tudor Domain; Lysine-specific demethylase 4A (Homo sapiens), O75164; Potency, µM (top dose mostly 114 µM), for inactives: at the highest dose activity change, negative = inhibition, actives largely listed as inhibitors; AlphaScreen JMJD2A-Tudor / H3K4me3 peptide binding; 390,000 tested, 4.4% active; further: on the % scale 0 is the no-effect control and ±100 the full control effect; nearly all actives have a fitted effect of over 50% in size
BAZ2B block – qHTS Assay for Inhibitors of BAZ2B; Bromodomain adjacent to zinc finger domain protein 2B (Homo sapiens), Q9UIF8; AlphaScreen BAZ2B-H3K14Ac peptide displacement; Potency, µM (series often up to 114 µM), without a hit: top-dose activity change, negative = inhibition, actives largely listed as inhibitors; 360,000 tested, 4.4% active; AID 504333, 2011; further: on the % scale 0 is the no-effect control and ±100 the full control effect; nearly all actives have a fitted effect of over 60% in size
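BAZ2B 50 nM plus b-H3(5-23)K14Ac 50 nM, PBS pH 7.4/0.01% Tween-20, 30 min RT; compound added (max 110 uM), 30 min RT; streptavidin donor/Ni-chelate acceptor beads 10 ug/mL final, 20 min dark; AlphaScreen read.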
POLB inh – qHTS Assay for Inhibitors of DNA Polymerase Beta; 340,000 tested, 1.3% active; Potency, µM (doses to about 114 µM), without a hit: at the top dose activity change, negative = inhibition, usual class: inhibitors; Pol beta primer extension/strand displacement, fluorescence kinetic; further: on the % scale 0 is the no-effect control and ±100 the full control effect
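Kinetic readout of DNA synthesis with strand displacement by Pol beta. Compound and 10 nM enzyme sit 15 min at room temperature; 50 nM substrate starts the reaction, read immediately and at 10 min.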
BLM helicase inh – qHTS Assay for Inhibitors of Bloom's syndrome helicase (BLM); RecQ-like DNA helicase BLM (Homo sapiens), P54132; recombinant BLM DNA unwinding, fluorescence dequenching; Potency, µM (series often up to 56.1 µM), for the others: at the highest dose activity change, negative = inhibition, most hits filed as inhibitors; 350,000 tested, 0.2% active; AID 2528, 2010;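 further: plate controls were vehicle for no effect and no enzyme for full effect; nearly all actives have a fitted effect of over 35% in size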
POLH inh – qHTS for Inhibitors of Polymerase Eta | DNA polymerase eta (Homo sapiens), Q9Y253 | recombinant Pol eta, fluorescent DNA replication assay | Potency, µM (top dose mostly 114 µM), without a hit: top-dose activity change, negative = inhibition, hits mostly inhibitors | 390,000 tested, 1.2% active | AID 588591, 2011; further: on the % scale 0 is the no-effect control and ±100 the full control effect
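Pol eta (10 nM) was preincubated with compounds for 15 min at room temperature, after which fluorescent replication substrate (50 nM final) was added to start the reaction. Fluorescence was read kinetically at 0 and 10 min.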
Pol kappa inh – qHTS for Inhibitors of Polymerase Kappa. purified Pol kappa, fluorescent DNA synthesis assay, 10 min. Potency, µM (doses to about 107 µM), without a hit: at the highest dose activity, negative = inhibition, most hits filed as inhibitors. 400,000 tested, 0.53% active; further: on the % scale 0 is the no-effect control and ±100 the full control effect
Target sequence (Q9UBT6 whole entry, looked up): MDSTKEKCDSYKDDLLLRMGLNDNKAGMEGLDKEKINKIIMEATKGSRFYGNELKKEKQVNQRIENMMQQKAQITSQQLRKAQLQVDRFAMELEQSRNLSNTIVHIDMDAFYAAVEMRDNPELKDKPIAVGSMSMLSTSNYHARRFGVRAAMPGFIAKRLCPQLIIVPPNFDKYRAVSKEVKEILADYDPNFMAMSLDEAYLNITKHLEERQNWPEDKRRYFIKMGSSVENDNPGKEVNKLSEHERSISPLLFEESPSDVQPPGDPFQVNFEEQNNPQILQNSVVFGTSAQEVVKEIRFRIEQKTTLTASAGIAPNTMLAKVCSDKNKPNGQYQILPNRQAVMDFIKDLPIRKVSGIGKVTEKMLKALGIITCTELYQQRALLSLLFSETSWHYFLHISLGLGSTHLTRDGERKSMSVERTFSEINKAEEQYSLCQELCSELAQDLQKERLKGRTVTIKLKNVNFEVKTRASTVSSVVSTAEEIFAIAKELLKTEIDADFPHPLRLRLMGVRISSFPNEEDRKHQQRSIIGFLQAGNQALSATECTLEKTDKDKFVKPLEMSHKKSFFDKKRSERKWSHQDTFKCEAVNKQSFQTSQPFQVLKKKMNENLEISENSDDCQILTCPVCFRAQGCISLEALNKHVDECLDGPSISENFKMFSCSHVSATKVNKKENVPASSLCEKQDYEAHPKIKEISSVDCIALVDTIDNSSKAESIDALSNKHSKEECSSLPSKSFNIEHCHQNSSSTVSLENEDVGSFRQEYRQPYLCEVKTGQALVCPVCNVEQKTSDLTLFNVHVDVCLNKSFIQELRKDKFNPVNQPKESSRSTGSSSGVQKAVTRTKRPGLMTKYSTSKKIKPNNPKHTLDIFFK
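10 nM Pol kappa was preincubated with compounds for 15 min at room temperature. Reaction started with 50 nM (final) substrate. Fluorescence read kinetically at 0 and 10 min.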
APEX1 inh – qHTS Assay for Inhibitors of the Human Apurinic/apyrimidinic Endonuclease 1 (APE1); DNA repair nuclease/redox regulator APEX1 (Homo sapiens), P27695; recombinant APE1, TAMRA/BHQ-2 abasic DNA cleavage fluorescence; 350,000 tested, 0.35% active; Potency, µM (series often up to 65.8 µM), for the others: top-dose activity change, negative = inhibition, usual class: inhibitors;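 further: plate controls were vehicle for no effect and reference inhibitor for full effect; nearly all actives have a fitted effect of over 55% in size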
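0.75 nM APE1 + cpd, 15 min RT; start w/ 50 nM TAMRA/BHQ-2 THF-abasic dsDNA; kinetic fluor 525/598 nm ×3 reads @60 s; Δ(read3−read1); normalized to DMSO and NSC13755 control wells.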
POLI inh – qHTS for Inhibitors of Polymerase Iota. DNA polymerase iota (Homo sapiens), Q9UNA4. Pol iota fluorescent replication assay, 10 min. Potency, µM (series often up to 115 µM), without a hit: at the highest dose activity, negative = inhibition, usual class: inhibitors. 390,000 tested, 1% active
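Pol iota at 10 nM preincubated 15 min with compounds at room temperature; reaction started with fluorescent substrate, 50 nM final. Fluorescence read kinetically at 0 and 10 min; buffer-only wells as negative control.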
G9a block – qHTS Assay for Inhibitors of Histone Lysine Methyltransferase G9a | G9a H3K9 monomethylation, AlphaScreen, 2 h | Potency, µM (titrated, usually from 102 µM), for inactives: at the highest dose activity, negative = inhibition, usual class: inhibitors | 350,000 tested, 8.8% active; further: on the % scale 0 is the no-effect control and ±100 the full control effect; nearly all actives have a fitted effect of over 75% in size
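Compounds were preincubated with 20 nM G9a for 15 min, after which biotinylated H3K9 peptide (500 nM) and SAM (20 uM) started a 2 h room-temperature reaction. Monomethylated product was quantified by antibody-based AlphaScreen chemiluminescence.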
* = called active by the depositor; i = inactive; ? = inconclusive; · = no result given; & = joins results of further samples; [ ] = dose if it differs, or a comment. The call rests on the fitted dose curve; in most records, active means well fitted curve in the direction sought with a large enough effect; inconclusive means small, poorly fitted or top-dose-only effect, or another doubt; inactive means no such curve, though single readings can be large; an effect the other way counts as inactive or inconclusive. Potency means the concentration at half of the fitted maximal effect. Only part of the results is shown, so the mix of outcomes need not match the whole.

Values run as follows: BAZ2B block	POLH inh	Pol kappa inh	POLI inh	POLB inh	G9a block	BLM helicase inh	APEX1 inh	JMJD2A Tudor
> Cc1nn(C)c(Cl)c1CN1CCN(C2CCCCC2)C(CCO)C1 (stereo not given)
 : 5%	-10%	-8%	-1%	7%	·	-1%	3%	-12%
> COc1cc(/C=N/NC(=O)c2ccc3c(c2)OCCO3)cc(Br)c1O
 : -10%	-18%	3%	-1%	7%	13%	-5%	30%	-21%
> Cc1cc2nccc(-c3ccc(F)cc3)n2n1
 : -3%	-6%	1%	2%	?	29%	-2%	3%	31%
> COC(=O)C/C=C/N(Cc1ccccc1OC)S(=O)(=O)CCl
 : ·	-13%	4%	15%	·	·	·	3%	-16%
> Cc1ccc(Cn2ccn(CC(=O)Nc3c(C)cc(C)cc3C)c(=O)c2=O)cc1
 : -12%	?	-4%	14%	30%	-1%[59 µM]	2%	·	-8%
> COc1ccc(N2CCCn3c2nc2c3c(=O)n(Cc3ccc(F)cc3)c(=O)n2C)c(OC)c1
 : ?	-19%	-4%	-19%	-11%	?	0%	7%	10%[57.1 µM]
> Cc1ccc(C(=O)NCCc2nnc3ccc(SCC(=O)Nc4ccccc4F)nn23)cc1
 : -7%	-17%	-18%	1%	-1%	·	-8%	-3%	-7%
> O=C(c1cccs1)N1CCN(CCc2ccccc2)CC1
 : 9%	-13%	-27%	28%	0%	-33%[59 µM]	1%	1%	-13%
> Cc1cc(=O)n2[nH]c(COc3ccccc3)nc2n1
 : 6%	-17%	-16%	-11%	-20%	40µM*	0%	9%	2%
> Cc1ccc(/C=N/n2c(-c3ccccn3)n[nH]c2=S)o1
 : 5µM*	-11%	-25%	50µM*	-26%	3.2µM*	-1%	3%	5.6µM*
> COCCNC(=O)CNS(=O)(=O)c1ccc2nc(C)sc2c1
 : 8%	7%	-3%	7%	27%	13%[59 µM]	0%	3%	1%
> CCc1c(C)nc2ncnn2c1NCCc1ccc(OC)cc1
 : 6%	4%	-8%	8%	1%	-10%	0%	-1%	-13%
> CC(=O)c1ccc(OCC(=O)N(C2CCCCC2)C2CCS(=O)(=O)C2)cc1 (stereo not given)
 : -2%	-20%	-10%	37%[activator]	·	5%[0.501 µM]	·	19%	-1%
> CCOc1ccc(C(=O)Nc2nc3ccccc3[nH]2)cc1OCC
 : -20%	-18%	-12%	100%[activator]	32%[activator]	9%	-7%	-9%	-27%
> COc1cc(OC)cc(C(=O)OCC(=O)Nc2cccc(C(C)=O)c2)c1
 : -21%	-17%	-1%	-5%	4%	9%	-2%	-4%	-1%
> C=CCC(=O)N(CC)CC1CCCN(CCc2cccc(F)c2)C1 (stereo not given)
 : -3%	-18%	11%	-16%	20%	·	0%	2%	4%
> CN(C)C1C(=O)C(C(N)=O)=C(O)[C@@]2(O)C(=O)C3=C(O)c4c(O)ccc(Cl)c4[C@@H](O)C3C[C@@H]12 (stereo not given in full)
 : ·	?	·	?	?	35µM*	·	-12%	·
> COc1ccc(/C=C2\C(=O)N(Cc3ccc(F)cc3)CC(=O)N2Cc2ccccc2)cc1
 : 3%	-16%	-11%	1%	6%	10%[12.7 µM]	-10%	?	-9%
> COC(=O)c1ccc(CN2CCN(Cc3ccc(F)cc3)C(CCO)C2)cc1 (stereo not given)
 : 0%	-17%	-2%	83%[activator]	0%	9%	-2%	0%	-19%
> CCC(C)NC(=O)C1CCCN(c2nc(C)cc(OC)n2)C1 (stereo not given)
 : -6%	-10%	1%	3%	-7%	-3%[59 µM]	2%	4%	0%
> Cn1c(=O)c(C(=O)NCC2CCCO2)c(O)c2ccccc21 (stereo not given)
 : -26%	8%	-3%	22%	1%	-39%	0%	0%	28µM*
> Cc1cc(=O)n2c(n1)NC(Nc1cccc(C)c1C)=NC2c1ccccc1 (stereo not given)
 : 0%	-4%	2%	69%[activator]	10%	-3%	-8%	-3%	-3%
> O=C(CSc1nnc(CNC(=O)c2ccccc2F)o1)NCc1ccccc1
 : -24%	-5%	-5%[60.1 µM]	30%[activator]	4%	15%[59 µM]	-1%	?	-9%
> Cc1nc2cccnc2n1-c1cccc(C(=O)NCCc2ccc(Cl)cc2)c1
 : -5%	1%	-12%	-12%	-2%	-4%[59 µM]	0%	·	-17%
> COC(=O)Nc1ccc(=O)n(Cc2c(Cl)cccc2Cl)c1
 : -24%	-6%	-5%	i	-17%	71µM*	-7%	2%	-12%
> O=C(NNc1c2ccccc2nc2ccccc12)c1cc2ccccc2cc1O
 : 8.9µM*	?	-18%	40µM*	0%	?	-14%	10%	?
> COc1ccccc1N(CC(O)CN1C(=O)NC(C)(C)C1=O)S(=O)(=O)c1ccc(C)cc1 (stereo not given)
 : 10%	-12%	-17%	3%	-16%	-1%[59 µM]	0%	12%	3%
> Cn1c(N)c(C(=O)COC(=O)CCC(=O)c2ccc(F)cc2)c(=O)n(C)c1=O
 : -14%	-18%	-3%	37%[activator]	24%	-27%	-2%	-4%	-13%
> CC(=O)Nc1ccc(NC(=O)c2oc3c(c2C)-c2nn(Cc4ccccc4Cl)cc2CC3)cc1
 : -4%	-24%	2%	6%	-2%	-13%[59 µM]	-1%	·	-18%
> NCC(c1ccccc1Cl)c1c[nH]c2ccccc12 (stereo not given)
 : ?	-4%	4%	28%	-4%	·	-2%	-9%	-31%
> Cc1ccc2oc(=O)n(CCCOc3ccccc3Cl)c2c1
 : 57%[activator]	-14%	-15%	-13%	29%	70%[activator][59 µM]	-7%	·	110%[activator]
> N#Cc1cccc(NC(=O)c2ccccc2C(=O)O)c1
 : -37%	-1%	-5%	4%	6%	-44%[12.7 µM]	0%	1%	-6%
> Cc1ccc(CN2CCC(CNC(=O)c3cnn(-c4ccccc4Cl)c3C3CCN(C(=O)OC(C)(C)C)CC3)CC2)cc1
 : -5%[57.1 µM]	-20%	-19%	-2%	3%	-36%[59 µM]	-17%	·	-31%
> Fc1ccc(-c2nc3ccccc3[nH]2)cc1
 : 2%	3%	-8%	?	33%	·	5%	19%	-7%
> COc1cccc(-c2cn3nc4c(nc3n2)CCCC4)c1
 : 0%	?	-8%	42%[activator]	11%	18%[59 µM]	-12%	-2%	-9%
> Cc1ccc(C(=O)Nc2cccc(C(F)(F)F)c2)cc1NC(=O)c1cnnc2ccccc12
 : 7%	-1%&-15%	3%	-30%	4%	2%[12.7 µM]	-7%	10%	-9%
> Cc1ccc(C2(c3ccccc3)NC(=O)N(CC(=O)NCc3ccco3)C2=O)cc1C (stereo not given)
 : 10%	-3%	-5%	?	·	?	·	-7%	-28%
> COc1ccc(Cn2c(C3CC3)nc3ccc(NC(=O)c4ccco4)cc3c2=O)cc1
 : 0%	6%	-6%	8%	5%	-9%	-5%	-9%	0%
> O=C(COc1cccc(Cl)c1)Nc1nc(-c2ccc(S(=O)(=O)N3CCOCC3)cc2)cs1
 : 7%	-22%	-6%	4%	-2%	-37%[59 µM]	-11%	13%	-13%[57.1 µM]
> CCCCn1c(-c2cccc(C)c2)nc2cc3[nH]c(=O)c(C(C)C)nc3cc21
 : ?	-16%	1%	38%	5%	?	-16%	16%	-15%
> COc1ccc(OCCCC(=O)OCC(=O)Nc2ncc(Cl)cc2Cl)cc1
 : ?	40µM*	-31%	?	·	?	·	-35%	?
> O=C(NC(=O)N1CCN(c2ccc([N+](=O)[O-])cn2)CC1)c1c(Cl)cccc1Cl
 : -1%	-7%	-2%	4%	-6%	·	2%	21%	9%
> COC(=O)c1ccc(C2/C(=C(\O)c3cccc(OC)c3)C(=O)C(=O)N2CCCN2CCOCC2)cc1 (stereo not given)
 : -3%	-7%	0%	0%	25%	?	-2%	1%	0%
> CCn1nc(C(=O)OCC(=O)NCCN2C(=O)CSC2=O)c2ccccc2c1=O
 : 6%	6%	-8%	7%	17%	14%	2%	1%	-13%
> C#CCOCCOCCOCCNc1nc(N2CCN(C(=O)[C@H](CC(N)=O)n3cc(C(N)[C@H](C)CC)nn3)CC2)nc(N2CCN(C(=O)[C@H](CC(N)=O)n3cc(C(N)[C@@H](C)CC)nn3)CC2)n1 (stereo not given in full)
 : ·	-14%	1%	?	·	·	·	3%	22µM*
> CC1=C(C(=O)N2CCOCC2)C(c2cccc(C)c2)NC(=S)N1 (stereo not given)
 : 6%	-13%	-4%	28%	18%	-15%[59 µM]	0%	-2%	-3%
> CC1(C)NC(=O)N(CC(=O)OCC(=O)c2ccc(Br)s2)C1=O
 : ·	?	-23%	?	·	·	·	53%[activator]	?
> CC(=O)C1=C(C)NC(=O)NC1c1cccs1 (stereo not given)
 : 3%	3%	-13%	?	-20%	-28%[59 µM]	-5%	0%	-9%
> COc1ccccc1NC(=O)CN1CCN(c2ccccc2OC)CC1
 : -17%	-12%	8%	-19%	9%	-32%	-7%	2%	-20%
